Bioassay records as filed in PubChem BioAssay.
PrPC surface inh = cell surface PrPC inhibition, primary TR-FRET screen | 370,000 tested, 0.43% active | inhibition, % at 13.8 µM | TR-FRET read-out | P04156; in the data active means inhibition above about 24%; further: 0% = median of the test wells and 100% = reference compound wells
CCHFV vOTU inh = CCHFV vOTU protease inhibition | 370,000 tested, 0.55% active | Pep-AMC fluorescence | inhibition, % at 11.5 µM; in the data active means inhibition above about 30%; further: 0% = vehicle wells with enzyme and 100% = no enzyme wells
Active calls of the source: *. These rows are one share of the data, so the mix of outcomes need not match the whole.

Values run as follows: PrPC surface inh | CCHFV vOTU inh
> COc1cccc(N2CCN(C(=O)CCn3nnc4ccccc43)CC2)c1
    6 | 5
> CCOC(=O)[C@@H](CCc1ccccc1)N[C@@H](C)C(=O)N1CCC[C@H]1C(=O)O
    -2 | -2
> CCOC(=O)[C@@]12CCCC=C1N(CCc1ccc(Cl)cc1)C(=O)[C@H]2CC(=O)N1CCCC1
    -5 | -1
> O=C(CSc1nnc(-c2cccc(Cl)c2)n1Cc1ccco1)Nc1ccc(OCc2ccccc2)cc1
    13 | 5
> Cc1ccc(-n2c(SCC(=O)Nc3ccc(S(=O)(=O)Nc4nccs4)cc3)nnc2-c2cccnc2)cc1
    8 | 16
> O=C(CN1C(=O)CCSc2ccccc21)Nc1ccc(F)cc1F
    -3 | -2
> CCC(C)NC(=O)CN1C(=O)C2CCCCN2C(=O)c2ccccc21 (stereo unspecified)
    -4 | -8
> CCC(CO)Nc1cccc2c1S(=O)(=O)N(Cc1cn(Cc3cccc(C(F)(F)F)c3)nn1)Cc1ccccc1O2 (stereo unspecified)
    -17 | 15
> CC(=O)CC[C@@H]1CC[C@]2(CCCN(C(=O)c3ccco3)C2)O1
    -10 | -7
> Fc1ccc(-c2cc(-c3nnc4sc(-c5cccs5)nn34)[nH]n2)cc1
    0 | -2
> CC(=O)N1CCc2cc(S(=O)(=O)NCCC(=O)N(C)Cc3ccccc3F)ccc21
    1 | 4
> O=C(OCc1cn(Cc2cccc(F)c2)nn1)N1CCOCC1
    -4 | -1
> Cc1ccc2nc(-c3ccc(NC(=O)CSc4nnc(Cc5cccs5)n4C)cc3)sc2c1
    4 | -119
> Cc1sc2nc(SCC(=O)c3ccc(O)c(O)c3)n(C)c(=O)c2c1C
    7 | 10
> CC(COc1cc(F)cc(C#N)c1)CN1CCC(C(O)(c2ccccc2)c2ccccc2)CC1 (stereo unspecified)
    0 | 1
> Cc1cc(C)cc(NC(=O)OC2CC3CC2[C@H]2CCCCN2[C@H]3C)c1 (stereo partly specified)
    2 | 4
> CCCCCCN1CCS(=O)(=O)N(Cc2ccc(Cl)cc2)C(C(=O)OC)C1 (stereo unspecified)
    6 | 22
> CC(C)(C)c1ccc(-c2nnc(SCC(=O)Nc3ccc(S(=O)(=O)Nc4nccs4)cc3)n2Cc2ccco2)cc1
    0 | 15
> COC(=O)[C@]12C[C@H](CC(=O)NCc3cccs3)C(=O)N(Cc3ccco3)C1=C[C@H](C(C)(C)C)O[C@@H]2C
    -2 | 13
> COC(=O)[C@H](C)NC(=O)[C@H](CC(C)C)NC(=O)OC(C)(C)C
    -5 | 4
> O=C(c1ccc(F)cc1)n1ccc2ccc(-c3ccc4ccn(Cc5ccccc5)c4c3)cc21
    1 | -4
> O=C1N2Cc3ccccc3C2CS(=O)(=O)N1C1CCCC1 (stereo unspecified)
    -8 | 10
> COc1ccc(-n2c(COc3ccc(Cl)cc3)nnc2SCC(=O)Nc2ccc(Oc3ccccc3)cc2)cc1
    -6 | 8
> Cc1ccccc1Cn1cc(CN2[C@H](C)COc3cc(Br)ccc3S2(=O)=O)nn1
    -5 | -3
> Cc1ccc(-c2nc(C3CCCN(S(=O)(=O)c4ccccc4)C3)no2)cc1 (stereo unspecified)
    9 | 0
> O=C(NCCCN1CCN(c2ccc(F)cc2)CC1)NCc1ccccc1
    6 | 12
> CCOC(=O)CC[C@H]1CC[C@]2(CCCN(C(=O)c3ccno3)C2)O1
    -8 | 5
> CC(=O)CC[C@@H]1CC[C@]2(CCCN(C(=O)C(C)(C)C)C2)O1
    -3 | 5
> COC(=O)[C@]12C[C@H](CC(=O)NCc3cccs3)C(=O)N(Cc3cccc4ccccc34)C1=C[C@H](C1CCCC1)O[C@@H]2C
    -5 | 9
> COC(=O)[C@]12C[C@H](CC(=O)NCc3cccs3)C(=O)N(Cc3ccco3)C1=C[C@H](COCc1ccccc1)O[C@@H]2C
    1 | -3
> CCOC(=O)CC[C@@H]1CC[C@]2(CCCN(C(=O)C3CCCCC3)C2)O1
    -6 | 4
> COc1ccc(-c2nnn3c2Cn2c4ccccc4c(=O)n2[C@@H](C)C3)cc1
    -3 | -14
> O=C(OCCCN1CCC2(CCCCC2)C1=O)c1ccccc1
    -4 | -1
> O=C(NCCc1c[nH]c2ccccc12)c1ccc2c(c1)ncn2C1CCCCC1
    11 | 0
> COc1ccc(C2C(C(=O)NCCN3CCOCC3)c3ccccc3C(=O)N2C2CCCCC2)cc1 (stereo unspecified)
    -11 | 3
> Cc1cc(C(=O)O)c(C)o1
    8 | 6
> CC(COc1ccc(Br)cc1)CN1CCC(C(O)(c2ccccc2)c2ccccc2)CC1 (stereo unspecified)
    -15 | -1
> CCOC(=O)[C@]12CCCC=C1N(CCCOC)C(=O)[C@@H]2CC(=O)NCc1cccc2ccccc12
    9 | 7
> c1cncc(CSc2nnc(-c3cccnc3)n2Cc2ccco2)c1
    0 | -1
> O=C(OC12CCCN(C1)/C(=C/c1cccc(Cl)c1)C2)C1CCCC1 (stereo unspecified)
    -1 | 3
> C=CCN1C(=O)[C@@H](CC(=O)N2CCCCC2)[C@]2(C(=O)OC)CCCCC=C12
    -2 | -5
> Cn1cccc1CC(=O)NN=C/C=C\c1ccco1
    3 | 21
> CCc1ccc(C=NN2CCN(Cc3ccc(C)cc3C)CC2)cc1
    -2 | 3
> COC(=O)[C@]12C[C@H](CC(=O)NCCc3ccccc3OC)C(=O)N(Cc3ccco3)C1=C[C@H](C1CCCC1)O[C@@H]2C
    -2 | 14
> Fc1cc(F)c(CSc2nnc(-c3cccnc3)n2Cc2ccccc2)cc1F
    9 | 7
> Cc1ccc(-c2cc(C(=O)NN=Cc3cc(Br)ccc3O)[nH]n2)cc1C
    -1 | 6
> O=C(CSc1nnc(-c2ccccc2)n1-c1ccc(Cl)cc1)Nc1ccc2cn[nH]c2c1
    6 | 4
> COc1cccc(-c2nnc(SCC(=O)Nc3ccc(OCc4ccccc4)cc3)n2Cc2ccco2)c1
    5 | 10
> Cc1ccc(NC(=O)Nc2ccc3c(c2)[C@]2(CC(=O)N(CC(C)C)C2c2ccccc2)C(=O)N3C)cc1Cl (stereo partly specified)
    0 | 1
> O=C1C[C@@H](c2ccccc2)N=C2N(CC3CC3)C/C(=C/c3ccccc3)N12
    -1 | 2
> CC(=O)NC(Cc1ccc2c(c1)OCO2)C(=O)N1CCCC1 (stereo unspecified)
    -2 | 3
> CC(C)[C@H]1COc2c3ccccc3nn21
    5 | 3
> Cc1ccc(C(=O)C2CCN(CC(=O)NC(C)C)CC2)cc1
    3 | 3
> Cc1nc2ccc(NC(=O)c3ccc(F)cc3F)cc2c(=O)[nH]1
    0 | -7
> COc1ccccc1C(=O)N(Cc1ccccn1)CC1CCCO1 (stereo unspecified)
    -5 | -4
> COc1ccc2c(c1)[C@@]1(NCCc3c1[nH]c1ccc(OC)cc31)C(=O)N2C
    0 | 5
> COc1ccc(CCn2c(-c3ccccc3)nc3c(c(=O)c4ccccc4n3C)c2=O)cc1
    -6 | 0
> CCOC(=O)Cc1nc(N2CCN(CCO)CC2)c2c(C)c(C(=O)OCC)sc2n1
    -12 | 6
> CCCC[C@@H]1C(=O)N2N=C(c3ccccc3)c3ccccc3[C@H]2N2N=C(c3ccccc3)c3ccccc3[C@@H]12
    1 | 6
> Cc1ccc(CN2CCCCC(NC(=O)c3ccc(Br)cc3)C2=O)cc1 (stereo unspecified)
    14 | 17

Single records (already shown).
CCOC(=O)CC[C@@H]1CC[C@]2(CCCN(C(=O)C3CCCCC3)C2)O1 is entered as PrPC surface inh = -6; CCHFV vOTU inh = 4
CC(C)(C)c1ccc(-c2nnc(SCC(=O)Nc3ccc(S(=O)(=O)Nc4nccs4)cc3)n2Cc2ccco2)cc1 is entered as PrPC surface inh = 0; CCHFV vOTU inh = 15

5 compounds picked at random from those above, as already listed:
Values run as follows: PrPC surface inh | CCHFV vOTU inh
> CCCC[C@@H]1C(=O)N2N=C(c3ccccc3)c3ccccc3[C@H]2N2N=C(c3ccccc3)c3ccccc3[C@@H]12
    1 | 6
> COC(=O)[C@]12C[C@H](CC(=O)NCc3cccs3)C(=O)N(Cc3cccc4ccccc34)C1=C[C@H](C1CCCC1)O[C@@H]2C
    -5 | 9
> COc1ccc(C2C(C(=O)NCCN3CCOCC3)c3ccccc3C(=O)N2C2CCCCC2)cc1 (stereo unspecified)
    -11 | 3
> Cc1ccccc1Cn1cc(CN2[C@H](C)COc3cc(Br)ccc3S2(=O)=O)nn1
    -5 | -3
> CC(COc1ccc(Br)cc1)CN1CCC(C(O)(c2ccccc2)c2ccccc2)CC1 (stereo unspecified)
    -15 | -1

Further results
Values run as follows: PrPC surface inh | CCHFV vOTU inh
> CN1C[C@]2(C=C3CCCCC3n3c(=O)n(-c4ccccc4)c(=O)n32)N(C(=O)OCc2ccccc2)C1=NC(=O)c1ccccc1 (stereo partly specified)
    1 | 8
> COc1ccc(Cn2cc(CN3[C@@H](CC(C)C)COc4cccc(F)c4S3(=O)=O)nn2)cc1
    0 | -2
> COc1ccc(CNS(=O)(=O)CC2NCc3cc(OC)ccc32)cc1 (stereo unspecified)
    10 | 7
> CC1(C)CC(=O)C=C(Nc2ccccc2NC(=O)c2cccc(F)c2F)C1
    -3 | -3
> Cc1ccc(-n2c(SCc3c(Cl)cccc3Cl)nnc2-c2ccco2)cc1
    7 | 6
> CCC[C@@H](/C=C/C(=O)OC(C)(C)C)Sc1ccccc1OC
    -2 | 3
> COC(=O)[C@H]1C[C@@]2(n3ccc4ccccc43)c3ccccc3N(S(=O)(=O)c3ccccc3)[C@H]2N1C(=O)CNC1CCCCC1
    -2 | 6
> Cc1ccc2c(c1)C1CS(=O)(=O)N(CCc3ccccc3)CN1C2 (stereo unspecified)
    -5 | 1
> CC(C)=CCC/C(C)=C/CNCC(=O)N1c2ccccc2[C@]2(C)C[C@@H]3C(=O)N(C/C=C(\C)CCC=C(C)C)CC(=O)N3[C@H]12
    -4 | 21
> CC1(c2nnnn2Cc2ccccc2)CSCC(=O)N1Cc1cccs1 (stereo unspecified)
    10 | 10
> COC(=O)[C@]12C[C@H](CC(=O)N3CCCC3)C(=O)N(CCc3ccc(OC)c(OC)c3)C1=C[C@H](C1CCCC1)O[C@@H]2C
    -4 | 3
> COc1ccc(Cc2cn(C)c(N)n2)cc1
    -6 | 5
> CC(C)(C)OC(=O)NCc1ccccc1/C=C/S(=O)(=O)NCc1ccccc1
    2 | 3
> COC(=O)C[C@H]1CC[C@H]2[C@H](COc3ccc(NC(=O)Cc4cccs4)cc3C(=O)N2C)O1
    8 | 2
> NC(=O)c1ccc(NC(=O)CSc2nnc(-c3ccccc3)n2-c2ccccc2)cc1
    2 | 1
> CCCC(=O)N1CCC[C@]2(CC[C@@H](CCC(=O)OCC)O2)C1
    3 | -6
> COc1ccccc1CCC[C@@H](CCS(=O)(=O)C(C)C)CC1CCCCC1
    -3 | 8
> Cc1ccc(CN2CCCCC(NC(=O)Nc3ccccc3)C2=O)cc1 (stereo unspecified)
    5 | 3
> COC(=O)c1ccc2c(C(C)c3ccccc3O)c[nH]c2c1 (stereo unspecified)
    -6 | -4
> Cc1ccc(S(=O)(=O)N(C)[C@H]2C[C@H]3c4cc(N5CCOCC5)ccc4CCN3C[C@H]2[C@H](C)O)cc1
    10 | 11
> O=C(Nc1ccc(F)cc1)Nc1c(-c2ccc(C(F)(F)F)cc2)nc2ncccn12
    1 | 6
> CCCCCCCCN1C(=O)[C@@H](CC(=O)NCc2cccc3ccccc23)C[C@@]2(C(=O)OC)C1=C[C@H](C(C)C)O[C@@H]2C1CC1
    5 | 3
> S=c1[nH]nc(-c2n[nH]c3c2CCC3)n1N=Cc1ccco1
    -12 | -2
> CCCN(CCC)c1nc2ccccc2nc1C(C#N)C(=O)OC(C)COC (stereo unspecified)
    5 | 7
> CCOC(=O)[C@@]12CCCC3=C1N(CCC3)C(=O)[C@H]2CC(=O)NCCCCc1ccccc1
    6 | 17
> Cc1cccc(-c2nnc(SCC(=O)Nc3cccc4ccccc34)n2Cc2ccco2)c1
    4 | 9
> COC(=O)CN1CCN(C(=O)c2csc(N3CCOCC3)n2)CC1
    8 | 14
> Cc1ccc(CN2CCCCC(NC(=O)Nc3cccc([N+](=O)[O-])c3)C2=O)cc1 (stereo unspecified)
    7 | 2
> C#CCNC(=O)C[C@H]1C[C@@]2(C(=O)OC)C(=C[C@H](C(C)C)O[C@@H]2C2CC2)N(CCCCCCCC)C1=O
    -1 | 39*
> Cc1ccccc1CN1CCCCC(NC(=O)Nc2cccc(F)c2)C1=O (stereo unspecified)
    10 | 4
> C=CCn1c(COc2ccc(C)cc2)nnc1SCC(=O)Nc1ccc(Oc2ccccc2)cc1
    -9 | 11
> CCOC(=O)[C@]12CCCCC/C=C\1N(Cc1ccc(OC)cc1)C(=O)[C@H]2CC(=O)N1CCN(C(=O)c2ccco2)CC1
    -6 | 5
> CC(C)CNC(=O)CC1Oc2ccccc2NC1=O (stereo unspecified)
    -6 | -7
> CCCNC(=O)C[C@H]1CC[C@H]2[C@@H](COc3ccc(NC(=O)Nc4ccccc4)cc3C(=O)N2C)O1
    -6 | -1
> O=C1CSc2ccc(C(=O)N3CCCC(C(=O)N4CCN(c5ccc(F)cc5)CC4)C3)cc2N1 (stereo unspecified)
    -7 | -5
> COC(=O)[C@]12C[C@H](CC(=O)N3CCN(C(=O)C4CC4)CC3)C(=O)N(Cc3ccco3)C1=C[C@H](COCc1ccccc1)O[C@@H]2C
    -4 | -2
> O=C(NCCCc1ccccc1)OC1CCC12CCC(c1ccccc1)CC2 (stereo unspecified)
    -2 | 8
> Cc1cc(C)c2cc(CN(CCO)C(=O)Nc3ccc(Cl)cc3)c(=O)[nH]c2c1
    8 | 7
> COC(=O)c1ccc(-c2sc3nc(N4CCOCC4)c4c(c3c2N)CCCC4)o1
    -4 | 10
> COC(=O)[C@]12C[C@H](CC(=O)N3CCCCC3)C(=O)N(Cc3ccc(Cl)cc3Cl)C1=C[C@H](C1CCCC1)O[C@@H]2C
    -7 | 10
> COC(=O)[C@]12C[C@H](CC(=O)NCCc3ccccc3OC)C(=O)N(Cc3ccccc3)C1=C[C@H](COCc1ccccc1)O[C@@H]2C
    1 | 8
> Cc1ccc(C)c(NC(=O)c2cccc3c2-c2ccccc2C3=O)c1
    -3 | 2
> O=C(CCCCCN1C(=O)C2C3C=CC(C3)C2C1=O)N1CCN(c2ncccn2)CC1 (stereo unspecified)
    -5 | -7
